BL2 CD40 inh: inhibitors of CD40-induced NF-kB signaling, primary screen, BL2 cells, luciferase reporter, single point | CD40L-induced, 4 h | inhibition, % at 10 µM | 83,000 compounds, 0.94% hits | AID 1053188, 2014;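 active means mean inhibition of at least 50% with a set share of replicates also reaching that level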;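 further: 0% = neutral control wells and 100% = IKK inhibitor VII at 50 µM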
The depositor's hits bear a star; & = joins results of further samples; [ ] = another dose, or the depositor's remark. This is a subset; the hit share may differ from the screen's.

Start of the listing, in advance (3 entries):
SMILES	BL2 CD40 inh
COc1ccc(NS(=O)(=O)c2cc(NC(=O)C3CCCCC3)ccc2N2CCOCC2)cc1	-3.0
Cc1ccc(CCN2CC(C(=O)NCCN3CCCCCC3)CC2=O)cc1 (stereo not drawn)	0.7
COc1ccc(NC(=O)N2CC(=O)N3[C@H](CO)[C@H](c4ccc(Br)cc4)[C@H]3C2)cc1	-14.5[25 µM]

Results (from the top)
SMILES	BL2 CD40 inh
COc1ccc(NS(=O)(=O)c2cc(NC(=O)C3CCCCC3)ccc2N2CCOCC2)cc1	-3.0
Cc1ccc(CCN2CC(C(=O)NCCN3CCCCCC3)CC2=O)cc1 (stereo not drawn)	0.7
COc1ccc(NC(=O)N2CC(=O)N3[C@H](CO)[C@H](c4ccc(Br)cc4)[C@H]3C2)cc1	-14.5[25 µM]
CNS(=O)(=O)c1cnccc1N1CCN(c2cccc(C)c2)CC1	0.6
Cc1ccc(C(=O)N(CC(C)C)c2c(N)n(Cc3ccccc3)c(=O)[nH]c2=O)o1	3.7
CC1CCN(C(=O)COC(=O)Cn2cnc3ccccc32)CC1	1.1
CCn1cc(CN2CCC(C(=O)Nc3ccc(Oc4ccccc4)nc3)CC2)cn1	3.5
COC(=O)c1sccc1NC(=S)Nc1ccc(F)cc1F	6.3
CCN(CC)c1cc(C)c2cc(NC(=O)c3ccc(Br)o3)ccc2n1	-6.4
O=C(CN1C(=O)NC2(CCCC2)C1=O)N1CCN(S(=O)(=O)c2ccccc2)CC1	5.7
O=C(Nc1nnc(/C=C/c2ccccc2)s1)c1ccco1	-29.3
COc1ccc(-c2cc(C(=O)NCc3cn(C)nc3C)c3ccccc3n2)cc1OC	0.2
CCOC(=O)C1CCN(C(=O)COc2ccc(Br)cc2Br)CC1	2.7
CCS(=O)(=O)N1CCCC(C(=O)NCCN(C)Cc2ccccc2)C1 (stereo not drawn)	8.9
C/C=C/c1ccc([C@H]2[C@@H](CO)N(C(C)=O)[C@H]2CNC(=O)c2ccccc2)cc1	4.6[25 µM]
O=C(N[C@H]1CC1c1ccccc1)c1ccc([N+](=O)[O-])cc1 (stereo partly drawn)	-54.6
C/C(=N\NC(=O)c1csc(C)c1C)c1ccc(Cl)s1	-47.1
O=C(c1ccc(F)cc1)N1CCN2C(=O)c3ccccc3C12c1ccc(Cl)cc1 (stereo not drawn)	3.7
c1ccc(-c2cc3nc(NCc4cccs4)ccn3n2)cc1	-62.3
COc1cccc2cc(C(=O)NC3CC4CCC3C4)oc12 (stereo not drawn)	-19.7
COc1ccccc1N1CCN(S(=O)(=O)/C=C/c2ccccc2)CC1	2.3
Cc1ccc2nc(-c3ccncc3)cc(-c3ccccc3)c2c1	12.8
CO[C@@H]1CN(C)C(=O)c2ccc(NC(=O)C3CCCCC3)cc2OC[C@@H](C)N(C)C[C@@H]1C	-8.6
O=C(CCC(=O)N1CCOc2ccccc21)NCc1ccccn1	1.9
CC(/C=C1\SC(=O)N(CCCC(=O)O)C1=O)=C\c1ccccc1	47.5*
CC(C)(Oc1ccc(Cl)cc1)C(=O)NC1=NN(c2ccccc2)C(=O)C1	3.2
COCC#Cc1cnc2c(c1)C(=O)N([C@H](C)CO)C[C@@H](C)[C@@H](CN(C)C(=O)Cc1ccccc1)O2	-14.6[25 µM]
CCCNC(=O)C1(C)CCCN(C(=O)COCc2ccccc2)C1 (stereo not drawn)	4.0
COCC(=O)N1CC[C@@H]2[C@H](CO)Nc3ccc(-c4cccc(C#N)c4)cc3[C@@H]21	-32.7[25 µM]
COCCN(C(=O)c1cc2c(s1)CCCCC2)c1c(N)n(Cc2ccccc2)c(=O)[nH]c1=O	1.1
CCOc1ccccc1O[C@H](c1ccccc1)[C@H]1CNCCO1	2.2
O=[N+]([O-])c1cccc(S(=O)(=O)Nc2cccc(-c3ccc(N4CCCC4)nn3)c2)c1	-28.3
CCOC(=O)C1(CCc2ccccc2)CCN(C(=O)C(C)n2cncn2)CC1 (stereo not drawn)	6.0
Cn1c(=NC(=O)COc2ccccc2)sc2ccccc21	-110.8
CO[C@@H]1CN(C)C(=O)c2cc(NS(=O)(=O)c3cn(C)cn3)ccc2OC[C@@H](C)N(Cc2cccc(C(F)(F)F)c2)C[C@H]1C	12.0[25 µM]
Cc1c(C(=O)OCc2nc3ccsc3c(=O)[nH]2)oc2ccccc12	3.7
CCOc1ccccc1OCC(=O)Nc1nc2ccccc2[nH]1	-9.0
C[C@@H]1CCCCO[C@@H](CN(C)C(=O)c2ccncc2)[C@H](C)CN([C@H](C)CO)C(=O)c2cc(NC(=O)CCC(F)(F)F)ccc2O1	-3.8[25 µM]
CCOC(=O)c1cnc2c(C(=O)OCC)cnn2c1N	-60.5
CO[C@H](CN(C)C(=O)c1cnccn1)[C@H](C)CN([C@@H](C)CO)S(=O)(=O)c1ccccc1	0.3[25 µM]
O=C(NCCc1nc2ccccc2[nH]1)C1CCC(=O)N(CCc2cccc(F)c2)C1 (stereo not drawn)	-2.0
C[C@H]1CC=CC[C@H](c2ccc(F)cc2)NC(=O)[C@@H](Cc2ccccc2)N(C)C(=O)c2ccccc2O1 (mixture of isomers)	28.0[25 µM]
CC1=CC(C)(C)NC(=S)N1c1ccc([N+](=O)[O-])cc1	10.0
COCC(C)n1c(SCC(=O)NC(=O)NCc2ccccc2)nc2ccccc2c1=O (stereo not drawn)	2.3
CC(NC(=O)C12CC3CC(C1)CC(n1cncn1)(C3)C2)C12CC3CC(CC(C3)C1)C2 (stereo not drawn)	16.0
C/C=C/c1ccc([C@H]2[C@@H](CO)N(C(=O)COC)[C@@H]2CNC(=O)C2CC2)cc1	-2.3[25 µM]
O=C(/C=C/c1ccc(OCCCF)cc1)Nc1ccnc(-c2ccncc2)n1	-6.6
CN1c2ccc(Br)cc2[C@@H]2[C@@H](CCN2C(=O)C2CCCC2)[C@H]1CO	7.8
CC1CC(C)CN(C(=O)COC(=O)/C=C/c2cccc([N+](=O)[O-])c2)C1 (stereo not drawn)	3.8
O=C(NCC(F)(F)F)[C@H]1[C@H](CO)[C@H]2Cn3c(cccc3=O)[C@@H]1N2C(=O)C1CCCC1	-4.5[25 µM]
COc1ccccc1CNC(=O)C(=O)NCC1CCCN1S(=O)(=O)c1cccs1 (stereo not drawn)	-2.9
CCOC(=O)CNC(=O)c1ccc(Br)s1	5.2
CN1C(=O)c2cc(NC(=O)C3CCOCC3)ccc2OC[C@@H]2O[C@@H](CC(=O)NCC3CCCCC3)CC[C@@H]21	4.4[25 µM]
CC(C)[C@@H]1CC=CC[C@H](C)Oc2ccccc2C(=O)N(C)[C@@H](C(C)C)C(=O)N1 (mixture of isomers)	0.3[25 µM]
Cc1ccc(-c2ccc(C3[C@H]4CNC[C@@H]3N4Cc3cccc(F)c3)cc2)cc1 (stereo partly drawn)	-14.4
N/C(Cc1ccc([N+](=O)[O-])cc1)=N\OC(=O)c1ccco1	-21.4
Cc1cc(C)nc(Nc2n[nH]c(-c3ccccc3C)n2)n1	-49.4
COc1cccc(CNC(=O)CCC2CCCN(C(=O)c3cc(C)[nH]n3)C2)c1 (stereo not drawn)	-2.3
CC(=O)Nc1ccc2c(c1)C(=O)N(C)C[C@H](C)[C@@H](CN(C)C(=O)OC(C)(C)C)O2	4.9
CCc1cccc(C)c1NC(=O)CN1CCN(S(=O)(=O)c2ccc(C(C)(C)C)cc2)CC1	-1.6

In another format: 6 of the compounds above
| structure | BL2 CD40 inh |
| --- | --- |
| CC(C)[C@@H]1CC=CC[C@H](C)Oc2ccccc2C(=O)N(C)[C@@H](C(C)C)C(=O)N1 (mixture of isomers) | 0.3[25 µM] |
| Cc1ccc(-c2ccc(C3[C@H]4CNC[C@@H]3N4Cc3cccc(F)c3)cc2)cc1 (stereo partly drawn) | -14.4 |
| N/C(Cc1ccc([N+](=O)[O-])cc1)=N\OC(=O)c1ccco1 | -21.4 |
| Cc1cc(C)nc(Nc2n[nH]c(-c3ccccc3C)n2)n1 | -49.4 |
| COc1cccc(CNC(=O)CCC2CCCN(C(=O)c3cc(C)[nH]n3)C2)c1 (stereo not drawn) | -2.3 |
| CC(=O)Nc1ccc2c(c1)C(=O)N(C)C[C@H](C)[C@@H](CN(C)C(=O)OC(C)(C)C)O2 | 4.9 |

(further entries)
SMILES	BL2 CD40 inh
c1cncc(-c2ccc(C3[C@@H]4CN(Cc5ccc6c(c5)OCO6)C[C@H]3N4)cc2)c1 (stereo partly drawn)	9.5&-3.5[25 µM]
CCc1ccc(C(=O)NC(C(=O)O)C(C)C)cc1 (stereo not drawn)	6.4
CN(C(=O)COC(=O)C1CCN(S(=O)(=O)c2ccc3c(c2)OCCO3)CC1)C1CCCCC1	9.2
COc1ccc(C(=O)NNC(=O)CCc2nc3ccccc3c(=O)[nH]2)cc1	-2.9
CC(=O)N(CCN(C)C)c1nc2cc3c(cc2s1)OCCO3	-62.1
O=C(CN1C(=O)NC2(CCCC2)C1=O)N1CCN(S(=O)(=O)c2cccc(C(F)(F)F)c2)CC1	4.9
CCOc1ccc(C(=O)NCCN(C)C)cc1	-1.4
CSCCNC(=O)c1ccc(OC2CCN(CCc3ccccc3)CC2)cc1	-9.2
CC(C)N1CCN(c2ccc(C(=O)c3c(-c4ccc(O)cc4)sc4cc(O)ccc34)cc2)CC1	-7.3[25 µM]
O=C(CCn1cnc2ccccc2c1=O)Nc1nc2c(s1)CCCC2	4.6
CN1CCN(C(=O)CC2(CC(=O)O)CCCC2)CC1	2.0
O=C(Cc1c[nH]c2ccccc12)N/N=C/c1cccc(F)c1	-11.9
COc1cccc(CN2C[C@@H]3N[C@H](C2)C3c2ccc(-c3ccc(C#N)cc3)cc2)c1 (stereo partly drawn)	-19.8&-0.4
CN(c1ccccc1)c1ncnc2c1ncn2C	6.2
CN(C)/C=C/C(=O)c1nnn(C2CCCCC2)c1NC1CCCCC1	23.3
CN(Cc1ccccc1)C(CNS(=O)(=O)c1ccccc1)c1ccccc1 (stereo not drawn)	17.2
CC(=O)N1C(=O)N(C)C2C1N(C(C)=O)C(=O)N2C (stereo not drawn)	0.5
O=C1c2ccccc2CN2C(=O)c3ccccc3CN12	11.4
CCCNC(=O)N1C[C@@H]2[C@H](c3ccccc31)[C@H](CO)N2CC1CCCCC1	1.7
Cc1cc(C)nc(SCCS(=O)(=O)Cc2ccccc2)n1	-1.4
CNc1cc(C(=O)Nc2cccc(OCc3ccccc3)c2)ncn1	-45.4
O=C(COc1ccc(-c2nnco2)cc1)NC1CCCc2ccccc21 (stereo not drawn)	3.2
COc1ccc(OCCOCC(O)CN2CCOCC2)cc1 (stereo not drawn)	4.4
CC1(C(=O)NS(=O)(=O)c2ccc(F)cc2F)CCN1C(=O)c1ccc(C2CCCCC2)cc1 (stereo not drawn)	0.7
Cc1nc(C)c(C(=O)Nc2ccc(C)c(F)c2)o1	-11.1
CC(=O)N1[C@H](CO)[C@H](c2ccc(C3=CCCCC3)cc2)[C@@H]1CNC(=O)CN(C)C	5.2[25 µM]
CCOC(=O)c1cc(CC)sc1NC(=O)c1cc(OCC)c(OCC)c(OCC)c1	16.3
N#CC1CN(C(c2ccccc2)c2ccccc2)C1	11.6
CCOCc1nnc(NC(=O)COC)s1	8.4
Cc1ccc(S(=O)(=O)Nc2cccc(C(=O)NCC(c3ccco3)N3CCCC3)c2)cc1F (stereo not drawn)	-0.1
Cc1c(C(=O)N2CCC(C)(C(=O)NS(=O)(=O)C3CC3)C2)oc2ccccc12 (stereo not drawn)	-6.0
CC(C)c1ccc2c(c1)CC[C@H]1[C@](C)(CN)CCC[C@]21C	-2.3[25 µM]
CSCCC(NC(=O)c1cccc(C)c1)C(=O)OCC(=O)Nc1c(C)nn(-c2ccccc2)c1C (stereo not drawn)	11.0
O=C(Nc1ccccc1C(=O)Nc1ccc2c(c1)OCO2)c1ccco1	-0.3
Cc1nc2sc(C(c3cccc(F)c3)N3CCCCC3)c(O)n2n1 (stereo not drawn)	4.7
O=C(NCc1ccc(N2CCCC2=O)cc1)Nc1cccc(Cl)c1	11.7
CS(=O)(=O)N(CCc1ccccc1)CC(=O)N1CCCCC1	8.0
N#CCCN1CCN(C(=O)c2c(N)no[n+]2[O-])CC1	0.4
CCOC(=O)Nc1sc2c(c1C(N)=O)CCC(C)C2 (stereo not drawn)	-7.9
CCCCC(=O)Nc1nc2ccc3nc(C)sc3c2s1	-26.2
O=C(NCCC1=CCCCC1)C1CCN(S(=O)(=O)c2cccc3nonc23)CC1	3.1
Cc1ccc(NC(=O)C2CCN(c3cnccn3)CC2)cc1C	5.1
Cc1cc(C)n2nc(C(=O)OCC(=O)N3CC(C)CC(C)C3)nc2n1 (stereo not drawn)	7.2
COc1ccc(OC)c(/C=N/NC(=O)c2cccc3ccccc23)c1	15.6
Cc1ccc(OCc2nc(-c3cccnc3)no2)cc1C	-50.4
CCCCn1c(N)c(N(CC(C)C)C(=O)COc2cc(C)ccc2Cl)c(=O)[nH]c1=O	1.1
S=C(NN=Cc1ccc2c(c1)OCO2)NN=Cc1ccc2c(c1)OCO2	-74.6
O=C(N1CCOCC1)N1CCCN(C(=O)N2CCOCC2)CC1	-3.7
COC(=O)CC(N)c1ccc(Br)cc1 (stereo not drawn)	4.5
COc1ccc(-n2c(CNc3ccc(C)cc3)nnc2SCC(=O)Nc2nc(-c3ccccc3)cs2)cc1	-10.5
Cc1ccccc1S(=O)(=O)Cc1ccc(C(=O)NCCCN2CCCC2)o1	-1.9
O=C(O)CCCC(=O)N1CC(=O)Nc2ccccc21	3.8
COc1ccccc1-c1ccc2c(c1)[C@H]1[C@H](CCN1C(=O)CN1CCOCC1)[C@H](CO)N2C	-6.8[25 µM]

Compound activity as filed in PubChem BioAssay.
